HIF activator: HIF pathway transcriptional activation | U2OS HRE-luciferase reporter, luminescence; normalized: DMSO 0%, desferrioxamine 100% | activation, % at 7.5 µM (by protocol) | hit rate 0.32% among 300,000;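 active = mean activation of at least 10% of the iron chelator positive control signal, with at least half of replicates also reaching 10%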
MrgX1 ag: activates human MrgX1 receptor signaling; hit rate 0.44% among 310,000; MrgX1-HEK293 cells, Fluo-4 calcium fluorescence, agonist mode; active compounds read high; B-score at 10 µM; Q96LB2; AID 588627;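 active = calcium response B-score plate-corrected fluorescence ratio at least 3 library SD, with starting fluorescence B-score inside 5 SD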
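Material – MrgX1-expressing HEK293 cells · Input – 15,000 cells seeded per well · Dosing – compound as first of three additions · Times – overnight seeding, then 1 h dark dye loading · Measured by – kinetic Fluo-4 NW fluorescence of intracellular calcium · Read-out – B-scored fluorescence response ratio · Benchmarks – positive and negative control wells on each plate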
MrgX1 antagonist: antagonists of human MrgX1 receptor; Q96LB2; MRGX1-HEK293 calcium flux, Fluo-4, BAM8-22 antagonism; active compounds read low; B-score at 10 µM; hit rate 1.3% among 310,000;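 active = calcium-response B-score plate-corrected more than 3 library SD below zero, starting fluorescence within 5 deviations, no agonist response on first addition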;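 also: peak minus trough fluorescence over baseline after final BAM8-22 challenge near maximal dose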
TRPC6 inhibitor: inhibitors of mouse TRPC6 channel. Q61143. HEK293-TRPC6, membrane potential dye, ACh-evoked depolarization; active compounds read low. B-score at 10 µM. hit rate 1.1% among 310,000;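 active = B-score under library mean minus 3 SD, initial fluorescence not abnormally high, positive integrated signal ratio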;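 also: B-score derived from integrated fluorescence ratio over the kinetic read; more negative B-score means stronger inhibition of depolarization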
Target sequence (Q61143 whole entry, looked up): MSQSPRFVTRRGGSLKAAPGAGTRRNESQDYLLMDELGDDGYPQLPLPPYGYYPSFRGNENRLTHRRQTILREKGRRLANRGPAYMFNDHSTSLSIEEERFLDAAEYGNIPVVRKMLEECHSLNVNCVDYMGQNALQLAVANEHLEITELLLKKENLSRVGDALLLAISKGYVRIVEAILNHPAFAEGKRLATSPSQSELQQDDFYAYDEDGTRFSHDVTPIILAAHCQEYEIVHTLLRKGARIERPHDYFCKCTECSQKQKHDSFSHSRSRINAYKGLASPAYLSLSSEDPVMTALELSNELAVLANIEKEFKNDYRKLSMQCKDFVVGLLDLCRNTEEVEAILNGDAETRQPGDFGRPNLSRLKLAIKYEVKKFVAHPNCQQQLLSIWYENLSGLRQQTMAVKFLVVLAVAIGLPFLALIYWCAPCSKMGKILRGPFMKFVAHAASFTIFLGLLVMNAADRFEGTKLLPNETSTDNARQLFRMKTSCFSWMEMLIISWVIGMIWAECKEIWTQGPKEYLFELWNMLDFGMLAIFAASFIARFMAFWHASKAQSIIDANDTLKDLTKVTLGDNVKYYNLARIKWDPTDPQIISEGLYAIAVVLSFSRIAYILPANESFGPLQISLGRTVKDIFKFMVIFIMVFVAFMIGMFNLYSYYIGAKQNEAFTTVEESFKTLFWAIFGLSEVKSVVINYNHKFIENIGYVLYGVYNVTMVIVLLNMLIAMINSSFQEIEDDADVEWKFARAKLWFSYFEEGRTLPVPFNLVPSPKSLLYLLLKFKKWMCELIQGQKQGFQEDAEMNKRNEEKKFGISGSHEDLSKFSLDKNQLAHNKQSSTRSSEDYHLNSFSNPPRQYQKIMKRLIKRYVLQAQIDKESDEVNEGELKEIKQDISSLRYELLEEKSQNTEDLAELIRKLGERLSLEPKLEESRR
RGS4 block: human RGS4 inhibition | P49798 | B-score at 10 µM | HEK293 M3R/RGS4 inducible, Fluo-4 calcium flux; active compounds read high; triggered by carbachol at its EC20 | hit rate 0.45% among 310,000;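 active = B-score, a plate-corrected calcium signal, over three deviations above library mean, with baseline fluorescence within five deviations of library mean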;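 also: RGS4 expression induced by doxycycline in cells with stable M3 receptor; B-score is computed from the integrated fluorescence ratio over baseline after carbachol; higher B-score means a larger calcium signal and so more RGS4 inhibition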
RGS4 act: potentiators or activators of RGS4; B-score at 10 µM; AID 463111; hit rate 0.92% among 310,000; HEK293 M3R/inducible RGS4, carbachol calcium flux Fluo4; active compounds read low;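 active = B-score of the integrated calcium signal more than 4 SD below the library mean, with starting fluorescence not abnormally high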;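 also: negative B-score means reduced calcium response which marks RGS4 activation or potentiation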
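Detection: kinetic calcium fluorescence imaging with Fluo4-AM dye, 2 µM / Material: HEK293 cells with stable M3R and inducible RGS4 / Schedule: recording 10 s baseline at 1 Hz, 100 s post-agonist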
TRPC4 block: TRPC4 (mouse) channel inhibition | Q9QUQ5 | HEK293 TRPC4beta/mu-opioid, DAMGO-evoked Fluo4 calcium flux; active compounds read low | B-score at 10 µM | hit rate 0.39% among 300,000;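 active = B-score over 3 SD under the library average, no early fluorescence shift, positive overall ratio signal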
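Assay system: HEK293 cells with stable TRPC4beta plus mu-opioid receptor expression. Dosing: single dose. Measured by: Fluo4 Ca2+ flux fluorescence. Also added: DAMGO in two steps, submaximal then maximal. Read-out: B score from integrated Fluo4 fluorescence ratio.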
MrgX1 allo act: allosterically activates human MrgX1 receptor signaling | MrgX1-HEK293, Fluo-4 calcium flux, FDSS; active compounds read high | B-score at 10 µM | hit rate 0.63% among 310,000;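 active = plate-corrected calcium response at least 3 library SD above typical, normal starting fluorescence, not activating the receptor alone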;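 also: compound read alongside a low EC10 to EC30 dose of BAM8-22 agonist; peak minus trough fluorescence over baseline measured at the second addition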
Platelet DG rel: modulates dense granule release in human platelets; AID 1663; inhibition, %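 (compounds screened at 7.5 µM in platelet-rich plasma)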; hit rate 0.22% among 300,000; human platelet-rich plasma, SFLLRN dense granule ATP release, luminescence;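 active = mean replicate score, as percent of positive control, at or above 50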
TRPC6 activator: activates the mouse TRPC6 cation channel | Q61143 | HEK293-TRPC6 membrane potential dye fluorescence; active compounds read high | B-score at 10 µM | hit rate 0.13% among 310,000 | AID 2550;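 active = B-score of the integrated fluorescence ratio above library mean plus 3 SD, and starting fluorescence ratio within library mean plus 5 SD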;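 also: higher score means more depolarization so channel activation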
SKKanGAS inh: inhibitors of SKKanGAS S. pyogenes growth in kanamycin (SK-promoter or general growth effect); BacTiter-Glo, 6 h; inhibition, % at 7.5 µM; hit rate 1.3% among 300,000; AID 1662;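 active = mean replicate score, as percent of positive control median, at least 50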;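 also: strain carries kanamycin resistance gene driven by streptokinase promoter and grows in 40 µg/ml kanamycin; loss of luminescence reflects streptokinase promoter inhibition or plain growth inhibition; 0% = median of DMSO wells and 100% = positive control at its reference dose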
Starred values were filed as active, the others as inactive; i = inactive; & = joins results of further samples.

SMILES | HIF activator | MrgX1 ag | MrgX1 antagonist | TRPC6 inhibitor | RGS4 block | RGS4 act | TRPC4 block | MrgX1 allo act | Platelet DG rel | TRPC6 activator | SKKanGAS inh
OC(COc1ccc(CNCCc2ccccc2F)cc1)CN1CCCCC1 (centres undefined) | -1.2 | i | i | i | i | i | i | i | 16 | i | 0
CCc1cc2ccccc2nc1Cl | -1.3 | i | i | i | i | i | i | i | -8 | i | -8
COC(=O)c1ccc2c(c1)NC(=O)C(N1CCCCC1)S2 (centres undefined) | -0.1 | i | i | i | i | i | i | i | 11 | i | -4
Cc1ccc(-c2cn(-c3ccccc3)c(SCC(=O)NC3CCS(=O)(=O)C3)n2)cc1C (centres undefined) | 1.4 | i | i | i | i | i | i | i | -2 | i | 19
C=CCn1c(-c2cccc(OC)c2)nc2nc3ccccc3nc21 | 1.6 | i | i | i | i | i | i | i | -7 | i | 10
COc1ccc(N2CCN(CC(=O)NC(=O)NCc3ccco3)CC2)cc1 | 0.5 | i | i | i | i | i | i | i | -1 | i | 2
NC(=O)c1[nH]cnc1N | 0.4&0.0 | i | i | i | i | i | i | i | 1&-2 | i | 2&7
Cc1cccc(NC(=O)CC2c3ccccc3Oc3ccccc32)c1 | -0.3 | i | i | i | i | i | i | i | 0 | i | 21
CCC(C)C(NC(=O)C(C)NC(=O)CNC(=O)CNC(=O)OCc1ccccc1)C(=O)OC (centres undefined) | 0.0 | i | i | i | i | i | i | i | 0 | i | -2
CC(NC(=O)c1ccccc1NC(=O)c1ccco1)c1ccccc1 (centres undefined) | -0.1 | i | i | i | i | i | i | i | 6 | i | -2
COCCNc1nc2nonc2nc1N1C[C@H]2CC[C@H]1C2 | 0.2 | i | i | i | i | i | i | i | -13 | i | -1
Cc1cc(=O)[nH]c(N/N=C/c2ccc(F)cc2)n1 | 1.3 | i | i | i | i | i | i | i | 1 | i | 15
CC1(C)CC(=S)Nc2ccccc2S1 | 0.4 | i | i | i | i | i | i | i | -1 | i | -12
O=C(NCCN1CCOCC1)C1CCC(=O)N1C1CCCCC1 (centres undefined) | 0.0 | i | i | i | i | i | i | i | 3 | i | -7
COc1ccc(NC(=O)COC(=O)c2ccc(OCc3ccccc3Cl)c(OC)c2)c(OC)c1 | 0.6 | i | -6* | i | i | i | i | i | -4 | i | -1
CCNc1c(NC(=O)COc2ccc(Cl)cc2)c(=O)oc2ccccc12 | -0.6 | i | i | i | i | i | i | i | -5 | i | 0
Cc1nn(CC(=O)N2CCN(c3ccc(Cl)cc3)CC2)c(=O)c2cccn12 | 1.2 | i | i | i | i | i | i | i | 0 | i | -6
O=C(NC(Cc1ccccc1)c1ccc2c(c1)OCCCO2)c1ccccc1F (centres undefined) | 1.1 | i | i | i | i | i | i | i | 7 | i | 4
O=C(Nc1ccc(OC(=O)c2ccncc2)cc1)c1ccncc1 | -0.2 | i | i | i | i | i | i | i | 2 | i | -4
COc1ccc(-c2cc3c(=O)n(CC(=O)Nc4ccc(Cl)cc4)ncn3n2)cc1 | -0.3 | i | i | i | i | i | i | i | 10 | i | -6
O=C(COCCOCC(=O)N(c1ccccn1)C1CCCCC1)N(c1ccccn1)C1CCCCC1 | -2.3 | i | i | i | i | i | i | i | 2 | i | 9
Cc1ccc(-c2csc(N3CCN(c4cc5c(cc4Cl)nc(C(C)N)n5CCCO)CC3)n2)cc1 (centres undefined) | -0.5 | i | i | i | i | i | i | i | -5 | i | 4
Cc1ccc(NCc2nnc(SCC(N)=O)o2)c(C)c1 | -0.1 | i | i | i | i | i | i | i | -3 | i | -6
Cc1ccc(NC(=S)N(Cc2ccco2)C(C)c2cccs2)c(Cl)c1 (centres undefined) | -0.1 | i | i | i | i | i | i | i | -4 | i | 6
Cc1oc(-c2ccc(Cl)cc2)nc1CS(=O)CC(=O)NC1CCCC1 (centres undefined) | -0.4 | i | i | i | i | i | i | i | 12 | i | 3
CNC(=O)c1cc2c(-c3ccccc3)nn(C)c2s1 | 0.5 | i | i | i | i | i | i | i | 3 | i | -8
OCc1ccnc2oc3ccccc3c12 | -0.4 | i | i | i | i | i | i | i | -2 | i | -3
Cc1cc(OC(C)C(=O)NCc2cccnc2)c2c(C)cc(=O)oc2c1 (centres undefined) | -1.1 | i | i | i | i | i | i | i | 3 | i | -1
COc1ccc(OC)c(/C=N/NC(=O)CCc2n[nH]c(=O)[nH]c2=O)c1 | 0.0 | i | i | i | i | i | i | i | 9 | i | -4
CC1CCCC(C)N1C(=O)C1CCCCC1 (centres undefined) | -0.2 | i | i | i | i | i | i | i | 18 | i | -3
CCCNC(=O)c1ccc2c(c1)S(=O)(=O)c1ccccc1C2=O | -0.1 | i | i | i | i | i | i | i | -4 | i | 3
CN(Cc1nc2ccc(F)cc2[nH]1)C(=O)C1CCC(=O)N(C2CC2)C1 (centres undefined) | -1.0 | i | i | i | i | i | i | i | 3 | i | 0
CN(Cc1cn[nH]c1-c1cc2ccccc2o1)CC1CCOCC1 | -0.1 | i | i | i | i | i | i | i | 1 | i | -3
CCOC(=O)c1csc(NC(=O)CSc2nnnn2-c2ccc3c(c2)OCCO3)n1 | -0.2 | i | i | i | i | i | i | i | -3 | i | 4
Cc1nc2ccccc2cc1C(=O)Nc1ccccc1Cl | -0.2 | i | i | i | i | i | i | i | 8 | i | -3
Cc1cc(C)n(-c2nc3ccccc3nc2N2CCN(C(=O)c3ccccc3)CC2)n1 | 0.6 | i | i | i | i | i | i | i | -16 | i | -10
COc1ccc(OC)c(CNC(=O)Cc2c(C(=O)O)[nH]c3ccccc23)c1 | -0.1 | i | i | i | i | i | i | i | 0 | i | 5
CC(=O)c1ccc(N2CCCCC2)c(F)c1 | 0.9 | i | i | i | i | i | i | i | 0 | i | -16
NC(=O)CC(NC(=O)Cc1ccc(Cl)cc1)c1ccc(N2CCN(c3ccccn3)CC2)c([N+](=O)[O-])c1 (centres undefined) | -1.1 | i | i | i | i | i | i | i | 4 | i | -2
CCc1nnc(NC(=O)CSc2nnc(-c3ccncc3)n2C)s1 | 0.1 | i | i | i | i | i | i | i | 2 | i | -2
O=C(Nc1ccncc1)Nc1cc(Cl)ccc1Cl | -1.0 | i | i | i | i | i | i | i | -7 | i | -13
COc1ccc(-c2nc3nc(SC)nn3cc2C)cc1F | -0.1 | i | i | i | i | i | i | i | 3 | i | 2
CCCC(O)(c1ccc(Cl)cc1)C(CN1CCOCC1)c1ccccc1 (centres undefined) | 0.1 | i | i | i | i | i | -5* | i | 4 | i | -5
Nc1cnn(C2OC(CO)C(O)C2O)c(=O)n1 (centres undefined) | -1.1 | i | i | i | i | i | i | i | -1 | i | -20
Brc1ccc(CNc2cc3c(cc2Br)OCCO3)cc1 | 0.0 | i | -4.5* | i | i | i | i | i | 5 | i | 12
COCC(=O)N1CCc2ccc(NC(=O)c3ccc(C(F)(F)F)cc3)cc2C1 | 0.9 | i | i | i | i | i | i | i | -1 | i | 1
COC(=O)c1cc(C)sc1NC(=O)c1cccnc1 | -0.4 | i | i | i | i | i | i | i | -1 | i | -11
C=CCOc1ccc(C=Nc2ccc(OC)cc2)c(O)c1 | 1.1 | i | i | i | i | i | i | i | 1 | i | 3
Cc1snc(S(=O)(=O)/C(C#N)=N/Nc2cccc(C(F)(F)F)c2)c1C#N | 0.1 | i | i | i | i | i | i | i | -2 | i | 16
Cc1ccc(NC(=O)CS(=O)CC(=O)NC23CC4CC(CC(C4)C2)C3)cc1 (centres undefined) | 0.0 | i | i | i | i | i | i | i | -1 | i | 13
Cc1cccc(NC(=O)c2ccc([N+](=O)[O-])o2)c1C | -0.9 | i | i | i | i | i | i | i | 15 | i | 6
NC(Cc1ccc(OC(F)F)cc1)C(=O)O (centres undefined) | -1.6 | i | i | i | i | i | i | i | 6 | i | -1
O=C(O)C1C2C=CC(O2)C1C(=O)NCc1ccccc1Br (centres undefined) | -0.3 | i | i | i | i | i | i | i | 2 | i | 8
C=CCNC(=O)c1cc(=O)c2ccccc2o1 | -0.2 | i | i | i | i | i | i | i | 7 | i | -1
O=C(CSc1ncnc2sc3c(c12)CCC3)Nc1ccccc1C(=O)O | 0.1 | i | i | i | i | i | i | i | 8 | i | 13
C/C(=N\OC(=O)Nc1ccc(Cl)cc1)c1ccc(F)c(F)c1 | 3.5 | i | i | i | i | i | i | i | -2 | i | 7
CCOC(=O)c1sc(NC(=O)COC(=O)CNC(=O)c2ccco2)c(C(=O)OCC)c1C | -0.1 | i | i | i | i | i | i | i | -5 | i | -5
CCOC(=O)CNC(=O)CSc1nnc(NC(=O)c2ccc(C)cc2)s1 | -0.9 | i | i | i | i | i | i | i | -5 | i | 6
C/C(=N/NC(=O)c1ccc2c(c1)OCCO2)c1ccc([N+](=O)[O-])cc1 | 0.4 | i | i | i | i | i | i | i | -1 | i | 36
O=C(O)c1cc(NS(=O)(=O)c2ccc(NCc3ccccc3)c([N+](=O)[O-])c2)cc(C(=O)O)c1 | 0.1 | i | i | i | i | i | i | i | 2 | i | 4
CC(=O)Nc1ccc(S(=O)(=O)NCCCCNS(=O)(=O)c2ccc(NC(C)=O)cc2)cc1 | 0.6 | i | i | i | i | i | i | i | 8 | i | -2
Cn1c(=O)c2c(ncn2Cc2ccc(Cl)c(Cl)c2)n(C)c1=O | 0.0 | i | i | i | i | i | i | i | -6 | i | -11

Pulled one by one from above, 3 records:
SMILES | HIF activator | MrgX1 ag | MrgX1 antagonist | TRPC6 inhibitor | RGS4 block | RGS4 act | TRPC4 block | MrgX1 allo act | Platelet DG rel | TRPC6 activator | SKKanGAS inh
CC(=O)Nc1ccc(S(=O)(=O)NCCCCNS(=O)(=O)c2ccc(NC(C)=O)cc2)cc1 | 0.6 | i | i | i | i | i | i | i | 8 | i | -2
Cn1c(=O)c2c(ncn2Cc2ccc(Cl)c(Cl)c2)n(C)c1=O | 0.0 | i | i | i | i | i | i | i | -6 | i | -11
C=CCNC(=O)c1cc(=O)c2ccccc2o1 | -0.2 | i | i | i | i | i | i | i | 7 | i | -1

Outcome played no part in choosing rows. About 6.1% of those tested had a hit in this group.
